DAGLB inhibitor: DAGLB lipase inhibitors, primary screen, biochemical, fluorescence, HTS. Diacylglycerol lipase-beta (Homo sapiens), Q8NCG7. HEK293T DAGLB membrane lysate, EnzChek fluorogenic substrate. inhibition, % at 5.17 µM. actives 0.059% (n = 340,000). AID 504411, 2011; in the data active = inhibition above about 34%;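 also: 0% = enzyme with vehicle and 100% = wells lacking enzyme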
LANA DNA inh: inhibitors of KSHV C-LANA binding to DNA, primary screen, biochemical, fluorescence polarization, FAM-LBS DNA, MBP-C-LANA, single point | AID 504423, 2011 | actives 0.078% (n = 340,000) | inhibition, % at 9 µM | Kaposi's sarcoma herpesvirus LANA C-terminal domain (residues 932-1162) DNA binding;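 active = highest replicate inhibition at or above 60% at 9 µM, even if other replicates fall short; inactive = all replicates below 60% inhibition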;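 also: 0% = neutral control wells and 100% = 4 µM acridine orange control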
Keap1 Nrf2 FP: Keap1-Nrf2 protein-protein interaction inhibitors, primary screen, biochemical, fluorescence polarization, single point | inhibition, % at 9.4 µM | Keap1 Kelch-Nrf2 peptide fluorescence polarization, 1536-well | actives 0.15% (n = 340,000) | Kelch-like ECH-associated protein 1 (Homo sapiens), Q14145; in the data active = inhibition above about 12%;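 also: human Keap1 Kelch domain with fluorescein labeled Nrf2 9mer peptide probe; 0% = neutral control wells and 100% = peptide positive control; higher means more block of Keap1 binding to Nrf2 peptide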
V-ATPase pHluor: regulators of yeast V-ATPase proton pumping, primary screen, pHLuorin cytosolic pH fluorescence. S. cerevisiae. response, % at 10 µM. actives 0.37% (n = 350,000); in the data active = response mostly above about 7.3%, no sharp cut-off; inactive = mostly below about 5.4%; also: actives read high; inactives centre near 0; some compounds called inactive have numbers as strong as hits
CAL PDZ FP-1: untagged CAL PDZ binding inhibitors, primary screen, biochemical, fluorescence polarization, HTS; Golgi-associated PDZ and coiled-coil motif-containing protein (Homo sapiens), Q9HD26; purified CAL PDZ, TMR-peptide fluorescence polarization, 1 h; inhibition, % at 24.9 µM; actives 0.92% (n = 300,000); AID 602252, 2012;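 active = mean inhibition of at least 30% with at least half of replicates also reaching 30%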;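 also: 0% = DMSO neutral control and 100% = excess unlabeled competitor peptide PRC23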
Cardiac RTF inh: cardiac RTF calcium sensitivity inhibitors, primary screen, biochemical, IANBD-TnC fluorescence, EC70 calcium; Troponin I, cardiac muscle (Homo sapiens) + Troponin T, cardiac muscle (Homo sapiens) + …; IANBD-labeled cardiac RTF, Ca2+ fluorescence; inhibition, % at 7.15 µM; actives 0.12% (n = 340,000); AID 493244, 2011;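 active = inhibition above the mean inhibition of all tested compounds plus 3 SD, cut at about 17% in these data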;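 also: assay run at fixed EC70 calcium of 1.6 mM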
Arrestin-AP2 inh: inhibitors of beta-arrestin/AP2 binding, primary screen, biochemical, GPCR trafficking, flow cytometry. FITC-arrestin peptide / GST-AP2 beads; AP2 beta2 appendage carries R879A mutation. inhibition, % at 10 µM. actives 0.31% (n = 340,000). AID 504490, 2011;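 active = inhibition above a set limit, near 3 SD of compounds lacking own fluorescence, cut at about 54% in these data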;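 also: plate controls were DMSO wells for no effect and 5 µM unlabelled arrestin peptide for full effect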
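System: GST-AP2 R879A glutathione beads. Medium: PBS with 0.05% Tween 20 and 0.1% BSA. Also added: FITC-arrestin peptide, 50 nM. Incubation: 12 min plus 1 h, RT. Measured by: high-throughput flow cytometry of beads, ex 488, em 535 nm. Evaluation: percent drop in bead-associated FITC signal.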
NSD2 HMT inh: NSD2 histone methyltransferase inhibitors, primary screen, biochemical, AlphaScreen, single concentration, set 2; actives 0.54% (n = 310,000); NSD2 peptide methylation, 120 min; Histone-lysine N-methyltransferase NSD2 (Homo sapiens), O96028; inhibition, % at 12.5 µM; in the data active = inhibition above about 50%
CAL PDZ FP-2: CAL PDZ peptide-binding inhibitors, primary screen, biochemical, fluorescence polarization, Cer-tagged CAL PDZ, HTS. Golgi-associated PDZ and coiled-coil motif-containing protein (Homo sapiens), Q9HD26. AID 504414, 2011. actives 0.02% (n = 330,000). purified CAL PDZ, TMR-peptide fluorescence polarization, 1 h. inhibition, % at 20 µM;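 active = highest replicate inhibition of at least 40%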;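 also: plate controls were DMSO neutral control wells for no effect and unlabeled competitor peptide control wells for full effect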
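Control set: unlabelled peptide and DMSO controls / Material: purified CerCALP PDZ construct / Timing: 1 h incubation at room temperature before polarization reading / Doses: 20 µM, one dose / Detection: fluorescence polarization (mP)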
DSG3 Ab inh: inhibitors of pemphigus antibody binding to DSG3, primary screen, biochemical, bead-based, flow cytometry, scFv-GFP. Desmoglein-3 (Homo sapiens), P32926. DSG3-coupled beads, scFv-anti-DSG3-GFP binding; hits give low values. binding (percent of control), % at 10 µM. actives 0.48% (n = 310,000). AID 588358, 2011;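 active = binding more than 3 SD below its plate's average and above zero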;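 also: hits lower antibody fragment binding to DSG3; some compounds called inactive have numbers as strong as hits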
Target sequence (P32926 whole entry, looked up, the tested form may be a part): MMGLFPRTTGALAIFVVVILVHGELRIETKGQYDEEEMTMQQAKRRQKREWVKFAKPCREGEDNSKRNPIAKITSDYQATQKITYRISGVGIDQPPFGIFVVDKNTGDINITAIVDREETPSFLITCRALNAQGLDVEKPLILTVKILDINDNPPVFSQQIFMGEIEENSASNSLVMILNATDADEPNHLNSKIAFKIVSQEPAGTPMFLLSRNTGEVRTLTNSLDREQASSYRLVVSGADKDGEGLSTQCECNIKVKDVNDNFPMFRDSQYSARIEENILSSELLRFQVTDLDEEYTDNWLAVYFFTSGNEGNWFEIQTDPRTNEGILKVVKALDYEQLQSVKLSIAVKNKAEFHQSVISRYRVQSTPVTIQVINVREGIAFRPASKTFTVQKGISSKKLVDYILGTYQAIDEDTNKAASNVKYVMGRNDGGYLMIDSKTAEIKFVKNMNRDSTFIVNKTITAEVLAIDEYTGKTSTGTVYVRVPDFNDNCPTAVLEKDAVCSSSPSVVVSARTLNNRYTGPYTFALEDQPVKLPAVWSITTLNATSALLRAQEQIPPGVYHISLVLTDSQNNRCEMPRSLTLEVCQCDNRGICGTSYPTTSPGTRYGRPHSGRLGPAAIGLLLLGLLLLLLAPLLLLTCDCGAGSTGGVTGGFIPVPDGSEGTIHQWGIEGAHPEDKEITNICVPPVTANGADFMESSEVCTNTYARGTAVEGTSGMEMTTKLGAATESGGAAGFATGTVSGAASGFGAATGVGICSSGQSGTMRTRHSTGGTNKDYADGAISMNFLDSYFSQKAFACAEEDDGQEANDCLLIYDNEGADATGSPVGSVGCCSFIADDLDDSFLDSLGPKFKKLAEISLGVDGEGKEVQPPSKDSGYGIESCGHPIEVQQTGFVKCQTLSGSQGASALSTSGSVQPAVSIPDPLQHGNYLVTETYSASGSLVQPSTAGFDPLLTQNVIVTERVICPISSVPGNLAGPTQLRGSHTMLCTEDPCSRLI
Starred values were filed as active, the others as inactive; . = no result given. An excerpt; count on the stated rates, not on these rows.

SMILES	DAGLB inhibitor	LANA DNA inh	Keap1 Nrf2 FP	V-ATPase pHluor	CAL PDZ FP-1	Cardiac RTF inh	Arrestin-AP2 inh	NSD2 HMT inh	CAL PDZ FP-2	DSG3 Ab inh
CC(=O)Nc1cccc(/C(C)=N/N2C(C)CCCC2C)c1 (configuration not stated)	-6	9.1	-1	-1	-1	-3	6	-3	-1.5	109
Cc1ccccc1-c1nc(CS(=O)(=O)CC(=O)NC2CCCC2)c(C)o1	-6	0.5	-1	4	0	-10	-1	1	-3.7	102
O=C(N/N=C/c1ccco1)C(O)C(O)C(=O)N/N=C/c1ccco1 (configuration not stated)	-3	-1.1	-5	1	.	-4	24	-5	0.3	114
O=C1OC(c2ccc(Cl)cc2)=N/C1=C\C=C\c1ccco1	5	4.1	2	4	-3	-4	35	0	-1.9	101
CN(CC(=O)Nc1ccccc1C(F)(F)F)C(=O)COc1ncnc2sccc12	2	-0.4	1	-2	-3	-2	-2	-1	-2.1	107
CCC(Oc1ccccc1)C(=O)Nc1nnc(S(=O)(=O)N2CCCC2)s1 (configuration not stated)	5	-1.9	-3	-1	.	-7	-2	.	-1.2	102
CCOc1ccccc1NC(=O)C1CCN(S(=O)(=O)c2cccc3cccnc23)CC1	-1	0.0	-2	0	-3	-9	6	.	-1.2	103
CC(C)(C)c1ccc(S(=O)(=O)N2CCC(NC(=O)c3ccco3)CC2)cc1	-1	0.8	-5	-2	-2	-3	7	.	-1.9	110
CC[n+]1c(/C=C2/C=C(C)CC(C)C2)sc2ccccc21 (configuration not stated)	6	0.4	-4	-1	17	0	5	3	-0.6	101
CCOc1ccc(C(=O)Nc2nnc(C)s2)cc1OCC	0	0.4	0	4	1	-4	16	-5	-2.0	103
O=C(NC1CC1)C1=C[C@H](c2ccc(C(F)(F)F)cc2)C[C@H](OCCCCO)O1	-1	-1.5	-2	5	1	2	-3	.	-1.5	99
C/C=C/c1ccc(OCCN2CCc3ccccc3C2)c(OC)c1	-2	5.0	2	-1	-3	8	3	5	-1.5	111
Cc1ccc(S(=O)(=O)N2CCN(C(=O)COC(=O)c3ccc([N+](=O)[O-])o3)CC2)c(C)c1	-2	-0.4	5	0	1	-9	-1	.	0.4	.
CS(=O)(=O)c1nc(-c2ccccc2)cc(-c2ccccc2)c1C#N	-1	0.2	-3	-3	-3	-1	11	17	-4.5	102
CCCCOc1ccc(C(=O)OCC(=O)N2CCCCCC2)cc1	-7	-1.7	-4	1	0	9	8	-5	-1.3	96
CC1(C)CC(=O)C/C(=N/NC(=O)COc2ccc3ccccc3c2Br)C1	3	0.4	3	1	-5	4	5	-4	-4.0	97
Cc1cccc(OCCCC(=O)Nc2ccc(S(=O)(=O)N3CCCC3)cc2)c1	-6	-0.9	-6	-7	9	-4	17	-1	.	97
Oc1ccccc1-c1nnc(SCCN2CCOCC2)n1Cc1ccccc1	3	-1.2	-3	-1	56*	11	-1	.	-1.8	96
CCC(=O)OCC(=O)Nc1cc([N+](=O)[O-])ccc1Cl	-2	-0.7	0	-1	-4	-4	1	6	-2.2	95
CC(=O)N1CCN(S(=O)(=O)c2cccc(C(=O)Nc3ccc4c(c3)OCO4)c2)CC1	0	0.5	-6	0	-5	7	-7	0	-1.5	82
COc1ccc(NC(=O)CSc2nccn2Cc2ccco2)cc1OC	0	-0.3	-2	-3	.	-2	-3	-2	-1.9	115
O=C(Oc1ccc(N(C(=O)c2ccncc2)S(=O)(=O)c2cccs2)cc1)c1ccncc1	2	0.1	-3	-2	.	-6	-2	-3	-0.7	106
O=C(CN1CCN(S(=O)(=O)c2ccc(Cl)c(C(F)(F)F)c2)CC1)NC(=O)NC1CCCCC1	-5	0.0	1	2	3	4	-4	-1	-1.1	109
Cc1ccc(CN2C(=NC(=O)CCC(=O)O)SC3CS(=O)(=O)CC32)cc1 (configuration not stated)	2	-0.5	-2	-2	0	3	31	-1	-2.4	94
O=C(NC1CCCCC1)C(c1ccc2ncccc2c1)N(Cc1ccccc1)C(=O)c1ccc2c(c1)OCCO2 (configuration not stated)	5	-0.1	-8	-3	-5	-2	-7	3	-0.2	105
O=C(COCc1cc(-c2cccs2)on1)NC1CCCCC1	-2	-1.3	-4	5	-4	-4	-1	-2	-2.5	.
O=C(c1ccco1)N1CCN(Cc2c(Cl)cccc2Cl)CC1	0	0.0	1	-2	-1	1	-7	5	-0.6	114
O=C(OCn1ncc(Br)c(Br)c1=O)c1ccccc1Cl	1	1.2	-1	-4	0	-3	13	.	-2.5	80
Cc1ccc(CN2CCN(Cc3c(C)nn(C(C)C)c3C)CC2CCO)o1 (configuration not stated)	3	0.4	0	-1	-3	-3	4	1	-2.2	94
NC(=O)/C(=C/c1ccco1)NC(=O)/C=C/c1ccccc1	-1	0.4	0	1	-1	9	-6	6	-0.8	103
COc1ccc(CC(CC(=O)O)C(=O)NCc2ccccc2)cc1 (configuration not stated)	-2	4.5	0	1	-3	2	38	1	2.5	97
COc1ccc(Nc2cc(C(=O)N3CCc4ccccc4C3)c3ccccc3n2)c(OC)c1	4	1.0	-3	12	-1	-7	.	15	-1.3	94
CCOc1ccc(N2CC(C(=O)Nc3ccc(OC)c(S(=O)(=O)N4CCCCC4)c3)CC2=O)cc1 (configuration not stated)	-1	.	.	-5	-2	-6	34	4	-0.2	122
CN(C)C(=O)CSc1nnc(CCN)o1	0	-1.1	2	5	-3	-4	9	-2	0.4	110
N#Cc1cc(Nc2c(N)nc[nH]c2=O)c([N+](=O)[O-])cc1C#N	0	1.6	0	2	-2	8	18	-9	0.9	91
CC1CCN(S(=O)(=O)c2c[nH]c(=O)[nH]c2=O)CC1	1	0.8	-7	3	-4	-14	11	0	-1.9	108
CCOC(=O)c1nnc2c(Br)c(-c3ccccc3)nn2c1C	-4	-0.5	1	2	-2	6	28	1	-2.5	97
O=C(O)CN1CCCCCC1=O	0	-1.7	-3	1	.	0	-1	-8	-0.5	102
CCOC(=O)CSc1nnc(Cc2ccccc2)n1Cc1ccco1	2	0.0	2	2	1	-5	14	4	.	104
CC(C)CN(C(=O)COC(=O)CCc1c[nH]c2ccccc12)C1CCS(=O)(=O)C1 (configuration not stated)	3	0.1	3	1	0	-10	2	1	.	100

Part of the list above in order of molar mass, highest first:
SMILES	DAGLB inhibitor	LANA DNA inh	Keap1 Nrf2 FP	V-ATPase pHluor	CAL PDZ FP-1	Cardiac RTF inh	Arrestin-AP2 inh	NSD2 HMT inh	CAL PDZ FP-2	DSG3 Ab inh
O=C(Oc1ccc(N(C(=O)c2ccncc2)S(=O)(=O)c2cccs2)cc1)c1ccncc1	2	0.1	-3	-2	.	-6	-2	-3	-0.7	106
Cc1ccc(CN2C(=NC(=O)CCC(=O)O)SC3CS(=O)(=O)CC32)cc1 (configuration not stated)	2	-0.5	-2	-2	0	3	31	-1	-2.4	94
O=C(O)CN1CCCCCC1=O	0	-1.7	-3	1	.	0	-1	-8	-0.5	102

Remaining list, next part.
SMILES	DAGLB inhibitor	LANA DNA inh	Keap1 Nrf2 FP	V-ATPase pHluor	CAL PDZ FP-1	Cardiac RTF inh	Arrestin-AP2 inh	NSD2 HMT inh	CAL PDZ FP-2	DSG3 Ab inh
COc1cc2c(C(=O)N3CCN(c4cccc(Cl)c4)CC3)cn(C)c(=O)c2cc1OC	2	-0.7	1	3	0	-1	24	-1	-1.0	102
CCC(C)[C@H](NC(=O)N1CC(=O)Nc2ccccc21)C(=O)N1CCC(C(=O)O)CC1 (some centres not stated)	-5	0.9	0	-3	-2	-4	32	-3	-1.2	97
Cc1ccc(-c2ccccc2)n1-c1ccc(C(=O)O)cc1	3	0.3	0	-1	1	1	-3	3	-1.0	88
Cc1ccc(Cn2c(=N)c(S(=O)(=O)c3ccc(Br)cc3)cc3c(=O)n4ccccc4nc32)cc1	1	-1.1	1	-4	-2	-8	29	.	-2.5	.
O=C(Oc1ccccc1)c1cccc2cccnc12	-1	-1.2	-3	-5	-6	-2	-7	0	0.8	102
Cc1ccccc1NC(=O)CC(=O)c1ccccc1	5	0.2	-1	3	.	-10	-16	4	-0.5	103
CCc1cccc(OCC(=O)Nc2cc(Cl)ccc2-n2cncn2)c1	-7	-1.6	-3	-3	-3	-5	15	-2	-0.1	.
COc1ccc(-c2cc(C(=O)NC3CCCC3)no2)cc1	-1	0.5	2	2	-2	-1	-11	20	-2.3	94
Cc1ccc2nc(COC(=O)CNC(=O)c3ccccc3)cn2c1	-1	-1.7	3	-7	-1	1	-17	0	-2.3	80
CSc1ccc(/C=C/C(=O)OCC(=O)N2CCN(c3ccccc3)CC2)cc1	0	1.0	3	-3	.	-4	23	1	0.5	96
COc1ccccc1NS(=O)(=O)c1cc(N)ccc1N1CCCC1	4	-1.0	0	2	-7	-14	-7	2	-0.1	93
CCOC(=O)c1[nH]c(C)c(/C(O)=C2\C(=O)C(=O)N(CCCn3ccnc3)C2c2ccncc2)c1C (configuration not stated)	-2	-1.1	1	15	.	-8	-5	-1	-1.0	.
N#C/C(=C1\CCCN1)c1ccc2ccccc2n1	-3	0.5	-4	0	0	-13	-3	-3	-0.8	113
Nc1ccc(N2CCN(C(=O)c3ccco3)CC2)cc1	3	-3.8	-4	-3	.	-1	12	3	-2.9	103
COc1cccc(N/C=C/C(=O)c2ccc(Cl)cc2)c1	-4	1.5	-3	4	-2	7	-11	-1	-2.2	120
O=C(c1cccs1)N1CCN=C1SCc1ccccc1F	-2	-1.4	3	-2	-1	-6	-16	1	-1.9	88
COc1ccc(OC)c(NC(=O)C2CC2c2ccccc2)c1 (configuration not stated)	-5	-0.9	3	0	.	-8	11	-5	0.5	110
COc1cccc(NC(=O)CN(C)C(=O)c2cc3c(s2)CCCC3)c1	-7	-1.8	3	-3	-2	-8	4	2	0.6	.
